IL-2 act – qHTS of IL-2 Activators; IL-2 activation reporter assay, cell-based qHTS; stimulated with anti-CD3/CD4/CD28 beads; in transgenic mouse T cells; activation, % (series mostly up to about 46 µM); actives 0.065% (n = 360,000); in the data active = activation above about 50%; inconclusive = mostly about 30% to 49%; also: 0% is about no effect
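Readout is EGFP and DsRed signal by fluorescent plate cytometry after 18 h at 37 degrees C. Transgenic mouse T cells (750/well) received compound for 60 min before bead stimulation (anti-CD3, anti-CD4, anti-CD28); memory T cells served as non-tolerant control.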
Nrf2 block – Nrf2 qHTS screen for inhibitors. A549 ARE-Fluc reporter, luciferase luminescence, 18-24 h. Potency, µM (titrated, usually from 46 µM), inactives show at the top dose activity change, negative = inhibition, usual class: inhibitors. actives 2.1% (n = 360,000); also: potency is read from the fitted curve at half-maximal effect; % is scaled to controls: 0 for no effect and ±100 for the full control effect; nearly all actives have a fitted effect of over 60% in size
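Concentration-response testing used A549 ARE_Fluc cells at 5000 cells/well. Following an 18-24 h compound incubation, viability was read by fluorescence (Ex 405/Em 525) and luciferase output by luminescence.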
EPAC2 agonist – qHTS for Agonist of cAMP-regulated guanine nucleotide exchange factor 4 (EPAC2): primary screen | EPAC2 activation, biochemical qHTS; response scale: 100% = 6.5 mM cAMP response | Potency, µM (highest dose often 154 µM), for the others: top-dose activation, most hits filed as activators | actives 0.079% (n = 360,000) | AID 720711, 2013; also: potency is read from the fitted curve at half-maximal effect; nearly all actives have a fitted effect of over 50% in size
Target sequence (Q8WZA2 whole entry, looked up): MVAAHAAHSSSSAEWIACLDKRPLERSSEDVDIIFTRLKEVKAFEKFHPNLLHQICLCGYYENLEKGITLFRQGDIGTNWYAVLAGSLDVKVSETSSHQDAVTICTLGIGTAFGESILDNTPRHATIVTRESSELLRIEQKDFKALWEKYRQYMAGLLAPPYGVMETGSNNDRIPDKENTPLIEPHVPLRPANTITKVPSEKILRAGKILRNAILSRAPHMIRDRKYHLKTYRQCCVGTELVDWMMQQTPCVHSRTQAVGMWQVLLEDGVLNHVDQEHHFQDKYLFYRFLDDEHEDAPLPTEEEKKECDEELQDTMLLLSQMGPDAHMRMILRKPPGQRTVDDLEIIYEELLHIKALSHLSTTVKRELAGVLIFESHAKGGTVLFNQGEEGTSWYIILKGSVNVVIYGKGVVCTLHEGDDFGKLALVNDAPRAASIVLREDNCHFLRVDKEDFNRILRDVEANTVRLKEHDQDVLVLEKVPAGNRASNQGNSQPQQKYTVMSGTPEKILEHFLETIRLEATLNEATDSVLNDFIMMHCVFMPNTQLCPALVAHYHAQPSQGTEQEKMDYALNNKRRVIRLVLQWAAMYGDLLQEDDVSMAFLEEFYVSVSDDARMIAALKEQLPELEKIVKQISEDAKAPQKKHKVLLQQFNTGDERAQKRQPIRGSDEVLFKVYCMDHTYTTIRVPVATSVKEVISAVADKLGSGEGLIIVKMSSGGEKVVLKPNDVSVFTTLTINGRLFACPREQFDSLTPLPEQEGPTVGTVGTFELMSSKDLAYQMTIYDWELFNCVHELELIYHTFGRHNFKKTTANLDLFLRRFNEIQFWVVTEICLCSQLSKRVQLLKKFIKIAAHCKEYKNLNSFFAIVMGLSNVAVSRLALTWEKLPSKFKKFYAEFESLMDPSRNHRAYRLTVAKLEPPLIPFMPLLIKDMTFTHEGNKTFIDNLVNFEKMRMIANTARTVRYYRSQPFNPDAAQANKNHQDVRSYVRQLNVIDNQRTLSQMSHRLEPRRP
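In this primary screen, activation is scored as increased exchange of BODIPY-GDP from Rap1B by 100 nM EPAC2, with 50 uM GDP as competitor. Signal is normalized to the 6.5 mM cAMP agonist control.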
ATXN2 expr inh – Primary qHTS for Inhibitors of ATXN expression. HEK-293 ATXN2-luciferase reporter, luminescence, 24 h. Potency, µM (top dose mostly 57 µM), for inactives: at the highest dose activity change, negative = inhibition, usual class: inhibitors. actives 0.72% (n = 360,000). AID 1745845, 2022; also: potency is read from the fitted curve at half-maximal effect; % is scaled to controls: 0 for no effect and ±100 for the full control effect; nearly all actives have a fitted effect of over 55% in size
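qHTS (up to 57 uM final) was run with 24 h compound exposure of reporter cells at 37 °C. Each well was multiplexed: SteadyGlo luminescence measured ATXN2-luciferase expression after a fluorogenic Gly-Phe-AFC viability readout (25 uM final).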
S2 tox – Viability Counterscreen for Primary qHTS for Inhibitors of ATXN expression. actives 0.49% (n = 400,000). Potency, µM (doses to about 56.7 µM), actives largely listed as cytotoxic. S2 cells (HEK-293 line with an ATXN2-luciferase reporter) viability, CellTiter-Fluor protease fluorescence, 24 h. AID 651635, 2014; also: potency is read from the fitted curve at half-maximal effect; nearly all actives have a fitted effect of over 40% in size
A549 viability – Nrf2 qHTS screen for inhibitors: counterscreen for cytotoxicity | AID 504648, 2011 | actives 0.16% (n = 390,000) | Potency, µM (titrated, usually from 46 µM), without a hit: top-dose activity change, negative = cytotoxicity, hits mostly inhibitors | A549 ARE-Fluc cells, CellTiter-Fluor viability, 18-24 h; also: potency is read from the fitted curve at half-maximal effect; % is scaled to controls: 0 for no effect and ±100 for the full control effect
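Cytotoxicity counterscreen: CellTiter-Fluor fluorescence was measured in A549 ARE_Fluc cells after 18-24 h of compound exposure in a concentration series. The subsequent BugLite luminescent read reports ARE-luciferase activity.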
Nrf2 activator – qHTS of Nrf2 Activators; Potency, µM (top dose mostly 46.1 µM), without a hit: top-dose activation, actives largely listed as activators; AREc32 ARE-luciferase reporter (MCF7-derived line), luminescence, 24 h; actives 0.31% (n = 410,000); also: potency is read from the fitted curve at half-maximal effect; % of control where 0% means no effect; nearly all actives have a fitted effect of over 65% in size
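For detection, Steady-Glo was added and plates sat 30 min at RT; before that, AREc32_Fluc cells grown overnight in OPTI-MEM/5% FBS had been treated with 23 nL compound for 24 hr at 37 deg C.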
HepG2 viability – qHTS for Inhibitors of TGF-b: Cytotox Counterscreen. HepG2 CAGA-GFP viability, ATP luminescence, 18 h. Potency, µM (top dose mostly 46.1 µM), for the others: top-dose activity change, negative = cytotoxicity, actives largely listed as cytotoxic. actives 0.76% (n = 410,000). AID 588856, 2011; also: potency is read from the fitted curve at half-maximal effect; some results filed as inactive show a strong effect at the top dose
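HepG2 CAGA-GFP cells (1000/well, DMEM with 1% FBS) received compound, then TGF-beta at 500 pg/mL final, and were incubated 18 hours at 37 degrees C. Viability was read by CellTiter-Glo luminescence. Media-only wells were set as complete cell-killing and DMSO as no toxicity.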
TGFb inhibitor – qHTS for Inhibitors of TGF-b; Potency, µM (highest dose often 46.1 µM), for inactives: at the top dose activity, negative = inhibition, hits mostly inhibitors; AID 588855, 2011; HepG2 CAGA-GFP TGF-b/SMAD3 reporter, GFP fluorescence, 18 h; TGF-beta stimulated, 500 pg/mL final; actives 1.2% (n = 410,000); also: potency is read from the fitted curve at half-maximal effect; % is scaled to controls: 0 for no effect and ±100 for the full control effect; nearly all actives have a fitted effect of over 65% in size
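GFP signal (ex488/em500-530) from TGF-beta-stimulated HEPG2 CAGA-GFP cells, 500 pg/mL final, 18 h at 37 degrees C in DMEM plus 1% FBS, normalized to unstimulated and DMSO-stimulated controls.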
An asterisk follows results filed as active; i = inactive; ? = inconclusive; . = no result given; [ ] = remark or other dose. Unless noted, calls follow the shape of the dose curve; as a rule, active = well fitted curve in the direction sought with a large enough effect; inconclusive = small, poorly fitted or top-dose-only effect, or another doubt; inactive = no such curve, though single readings can be large; an effect the other way counts as inactive or inconclusive.

SMILES	IL-2 act	Nrf2 block	EPAC2 agonist	ATXN2 expr inh	S2 tox	A549 viability	Nrf2 activator	HepG2 viability	TGFb inhibitor
O=c1[nH]c(CN2CC=C(c3ccccc3)CC2)nc2scc(-c3cccs3)c12	2.0	0.4%	4.3%	.	i	0.1%	3.4%	-23.3%	-20.4%
Cc1ccc(C)c(CN2CCC(n3nnc4cc(F)ccc43)CC2)c1	-1.4	?	4.7%	-12.3%	i	?	0.8%	-4.4%	-15.1%
COc1ccc(NC(=O)CN2C(=O)C(C)N=C(c3ccccc3)c3ccccc32)cc1OC (stereo not given)	.	3.0%	.	3.4%	i	6.3%	3.3%	11.7%	29.9%
O=c1[nH]c(=O)n(-c2cccc3ccccc23)c(O)c1C=NCc1ccc2c(c1)OCO2	-2.7	-10.8%	-0.2%	3.5%	i	-11.6%	0.3%	-19.0%	-11.8%
CCCCCn1c(=O)c(C(=O)Nc2ccccn2)c(O)c2ccccc21	0.1	?	-3.7%	.	i	-6.0%	3.8%	-9.8%	13.5%
COC(=O)C(O)(c1c[nH]c2ccccc12)C(F)(F)F (stereo not given)	-1.5	10.6%	4.0%	3.5%	i	1.1%	-0.2%	-29.2%	-14.1%
Cc1ccccc1-n1c(O)c(/C=C2/C(c3ccccc3)=Nc3ccccc32)c(=O)[nH]c1=O	-0.6	?	12.4%	13.2%	i	-0.7%	5.7%[9.22 µM]	-42.0%	25.1µM*
O=C(NCC1=C(c2cccc3ccccc23)C[C@@H]2CC[C@H]1N2Cc1ccco1)c1ccc([N+](=O)[O-])cc1	-3.2	.	20.8%	?	14.1µM*	.	-2.8%	-40.6%	?
CN(CCc1ccccc1)Cc1ccccc1[N+](=O)[O-]	-0.3	-10.4%	-19.6%	6.4%	i	-8.1%	2.5%	2.0%	5.2%
COc1ccccc1OCCCn1cc(C(=O)c2ccco2)c2ccccc21	-3.8	-0.2%	9.4%	3.6%	i	-12.1%	2.7%	-10.7%	?
COc1ccc(CCC(=O)N2C[C@H]3C[C@@H](C2)c2cccc(=O)n2C3)cc1	1.6	0.9%	4.2%	-6.3%	i	15.8%	0.6%	-18.8%	-3.6%
COC(=O)C1=C(c2ccc(OC)c(OC)c2)C[C@@H]2CC[C@H]1N2C(=O)NCCO	-0.1	8.5%	3.1%	2.3%	i	0.5%	1.3%	-13.8%	?
CC1(C)c2[nH]c3ccccc3c2C[C@H]2C(=O)N(Cc3ccccc3F)C(=O)N21	-0.1	23.1µM*	12.1%	?	i	?	2.3%	-34.3%	?
CC(=O)OC1C=CC2[C@H]3Cc4ccc(O)c5c4[C@@]2(CCN3C)C1O5 (stereo not given in full)	0.1	-6.7%	2.6%	5.4%	i	2.1%	0.5%	-3.5%	-17.6%
Clc1ccc(C2NCCc3[nH]cnc32)cc1 (stereo not given)	-0.2	0.7%	7.6%	9.9%	i	-0.6%	0.7%	-11.5%	-2.7%
c1ccc(P(c2ccccc2)c2ccccn2)cc1	-0.7	-7.5%	7.7%	?	?	-8.7%	0.1%	10.1%	-22.9%
COc1ccc(-n2c(/C=C/c3cccc(F)c3)nc3ccccc3c2=O)cc1Cl	.	.	.	.	.	-2.4%	3.8%	-24.1%	?
Fc1cccc(C2NCc3ccccc3-n3cccc32)c1 (stereo not given)	-0.5	-6.7%	18.7%	-6.3%	i	1.8%	-0.2%	-7.1%	0.0%
Cc1ccc(NC(=O)Cn2c(=O)oc3cc(S(=O)(=O)N4CCCCC4)ccc32)c(Cl)c1	.	-26.2%	.	-30.9%	?	-13.1%	3.6%	-55.2%	?
COCCNC(=O)c1c(NC(=O)c2ccco2)n(Cc2ccccc2)c2nc3ccccc3nc12	-0.5	9.8%	-16.6%	-8.0%	.	-2.7%	12.4%	7.0%	18.0%
CCn1cc(C=C2C(=O)N(C)C(=O)N(C)C2=O)c2ccccc21	-0.2	6.8%	5.7%	0.5%	i	6.7%	1.9%[9.22 µM]	-2.0%	2.8%
Cn1c(=O)cc(SCC(=O)N2CCC3(CC2)OCCO3)c2ccc(Cl)cc21	0.3	-23.0%	6.7%	40.1%[activator]	i	12.7%	6.3%	-23.5%	-10.0%
CC(=O)c1c(O)n(C2CCCCCC2)c(=O)[nH]c1=O	-1.4	-21.3%	6.9%	9.4%	i	-9.8%	-0.2%	-8.6%	-2.0%
CC(=O)N(C1=NCCCS1)c1ccccc1F	-4.2	-4.0%	3.2%	0.5%	i	-5.9%	-0.9%	-4.5%	-0.2%
Nc1ccccc1C(=O)OCC(=O)c1ccc2c(c1)OCCO2	-1.4	?	7.0%	.	i	4.6%	0.0%	10.0%	-13.5%
O=c1c2ccccc2nc(-c2ccccc2)n1-n1cccc1	0.4	-2.3%	6.8%	-1.1%	i	-8.9%	0.4%	-3.4%	-10.2%
COc1ccc(-n2c(O)c(C(C)=NCC3CCCO3)c(=O)[nH]c2=O)cc1 (stereo not given)	-0.9	-2.4%	9.7%	-14.1%	i	0.9%	0.3%	19.0%	4.4%
O=C(CN1CC=C(c2ccccc2)CC1)NC(=O)NC1CCCCC1	3.2	-10.0%	4.1%	-13.4%[2.22 µM]	i	3.6%	3.4%	-20.2%	5.4%
CCCC1=Nc2cc(C(=O)NCCc3ccc(OC)cc3OC)ccc2Sc2ccccc21	.	18.4µM*	.	0.0%	i	7.4%	0.3%	-6.4%	?
O=P(Oc1ccccc1)(N1CCOCC1)N1CCOCC1	-0.4	13.6%	11.5%	2.3%	i	2.9%	-0.8%	-3.3%	13.1%
Cc1ccccc1-n1c(/C=C/c2ccc(O)cc2)nc2ccccc2c1=O	.	?	.	.	.	-18.9%	-3.3%	-32.4%	?
COc1ccc(-c2cc(C(=O)N3CCN(c4ccccc4OC)CC3)c3cc(C(C)C)ccc3n2)cc1	.	.	.	?	?	-0.4%	2.4%	-9.9%	-3.2%
CC(=O)N1CC(=O)Nc2ccc(Cl)cc2C1c1ccc(F)cc1 (stereo not given)	-0.2	-0.9%	-5.7%	10.1%	i	-1.4%	-0.1%	-14.4%	14.1%
O=c1c2ccccc2nc(/C=C/c2ccc(O)cc2)n1-c1cccc(O)c1	9.4	-10.9%	3.6%	-9.0%	i	2.7%	8.5%	-11.5%	27.9%
CC1(CCO)C(=O)NC(=S)NC1=O	-4.7	4.3%	5.7%	2.2%	i	2.7%	3.4%	9.0%	3.0%
COc1ccc(-n2nnnc2C(c2ccccc2OC(F)(F)F)N2CCC3(CC2)C(=O)NCN3c2ccccc2)cc1 (stereo not given)	-0.8	.	-6.0%	?	.	.	-1.3%	-31.9%	11.2µM*
C#C[C@]1(O)CCC2C3C(CC[C@@]21C)[C@@]1(C)CC[C@@H](O)CC1=C[C@H]3O (stereo not given in full)	0.3	-4.4%	2.4%	6.0%	i	0.9%	0.5%	-10.8%	14.6%
CN(C)CCSC1c2ccccc2CSc2ccccc21 (stereo not given)	0.7	5.8%	9.0%	?	i	7.1%	3.0%	-38.2%	-1.6%
CCCCOP(=O)(c1ccc(N(C)C)cc1)C(O)c1ccc(C(C)C)cc1 (stereo not given)	2.7	?	-3.3%	6.5%	i	-6.1%	0.3%	-40.6%	?
Cc1cccc(C)c1Oc1nc(-c2ccccc2)ncc1S(=O)(=O)c1ccccc1	0.2	.	19.8%	-19.0%	i	0.8%	-0.3%	-9.1%	13.5%
CC(Cc1ccccc1)[n+]1cc(/N=C(\N)[O-])on1 (stereo not given)	0.3	0.2%	2.6%	1.2%	i	-1.2%	0.2%	-35.7%	-2.1%
O=C(O)C(O)(c1ccccc1)C1CCCC1 (stereo not given)	2.0	8.4%	4.1%	6.3%	i	1.0%	-0.2%	-26.4%	-7.3%
CC1CCCCC1NC(=O)Cn1c(=O)oc2cc(S(=O)(=O)N3CCCC3)ccc21 (stereo not given)	-0.8	-28.4%	15.6%	-11.3%	i	-0.1%	-0.5%	-72.1%	-3.8%
Cc1cccn2c(=O)c3c(nc12)N1CCCCC1C1(C3)C(=O)N(C)C(=O)N(C)C1=O (stereo not given)	0.2	27.8%	11.0%	7.9%	i	-12.1%	-0.6%	-8.6%	7.4%
COc1cc(C=C2C(=O)NC(=O)NC2=O)ccc1O	-2.1	6.1%	11.4%	.	i	-3.8%	-0.4%	3.1%	2.8%
COc1ccc(C(c2nnnn2-c2ccc(OC)cc2)N2CCC(n3c(=O)[nH]c4ccccc43)CC2)cc1 (stereo not given)	-0.9	.	-11.3%	?	?	.	-0.3%	-1.6%	11.2µM*
COC(=O)C1=C(c2ccccc2)C[C@@H]2CC[C@H]1N2C(=O)N1CCC(C)CC1	-0.6	-5.4%	2.5%	-15.4%	?	-12.1%	2.8%	-13.2%	-14.6%

An excerpt from above in order of heavy-atom count, ascending:
SMILES	IL-2 act	Nrf2 block	EPAC2 agonist	ATXN2 expr inh	S2 tox	A549 viability	Nrf2 activator	HepG2 viability	TGFb inhibitor
O=C(O)C(O)(c1ccccc1)C1CCCC1 (stereo not given)	2.0	8.4%	4.1%	6.3%	i	1.0%	-0.2%	-26.4%	-7.3%
CC(Cc1ccccc1)[n+]1cc(/N=C(\N)[O-])on1 (stereo not given)	0.3	0.2%	2.6%	1.2%	i	-1.2%	0.2%	-35.7%	-2.1%
CN(C)CCSC1c2ccccc2CSc2ccccc21 (stereo not given)	0.7	5.8%	9.0%	?	i	7.1%	3.0%	-38.2%	-1.6%

Bioassay records deposited in PubChem BioAssay by National Center for Advancing Translational Sciences (NCATS).

This is a subset. The share of hits here may be higher or lower than overall.
